Compound activity deposited in PubChem by Broad Institute.
RAD52 anneal inh: RAD52 DNA annealing inhibitors, primary screen, biochemical, FRET, single point, set 2. recombinant RAD52 DNA annealing, FRET fluorescence. DNA repair protein RAD52 homolog (Homo sapiens), P43351. inhibition, % at 18.7 µM. AID 651710, 2012. 0.46% of 360,000 active;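 active = every replicate showing at least 50% inhibition; inconclusive = mean inhibition at least 50% but not in every replicate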
E-selectin induc: E-selectin induction in HUVECs, primary screen, imaging, HUVEC, immunofluorescence imaging, single point. P16581. normalized: neutral wells 0, TNF-alpha wells 100. activation, % at 7.58 µM. 0.37% of 260,000 active;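 active = mean E-selectin-positive cell signal at least 10% of the positive control, reached in at least 60% of replicates, without over 20% cell loss; inconclusive = no rule given, readout overlaps actives, possibly toxicity-flagged; inactive = the rest, including those meeting only one limit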;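 note: in these data hits start at about 27%; measured in HUVEC primary endothelial cells; signal is the percent of cells scored E-selectin positive by PE staining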
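Test system: HUVEC; input: 3,000 HUVEC/well; measured by: immunofluorescence imaging; read-out: % PE-positive cells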
RAD54 inh: inhibitors of human RAD54 branch migration, primary screen, biochemical, fluorescence, single point. DNA repair and recombination protein RAD54-like (Homo sapiens), Q92698. RAD54 Holliday junction branch migration, FAM/BHQ fluorescence. inhibition, % at 10.4 µM. 0.14% of 360,000 active. AID 602329, 2012;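 active = mean normalized replicate activity at least 40 and at least half of replicates scoring 40 or more; inconclusive = only one of the two criteria met; inactive = mean below 40 and under half of replicates reaching 40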;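 note: 0% = median of neutral control wells and 100% = median of positive control wells; inhibitors cause a drop in the FAM fluorescence signal; in these data hits start at about 50%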
Target sequence (Q92698 whole entry, looked up): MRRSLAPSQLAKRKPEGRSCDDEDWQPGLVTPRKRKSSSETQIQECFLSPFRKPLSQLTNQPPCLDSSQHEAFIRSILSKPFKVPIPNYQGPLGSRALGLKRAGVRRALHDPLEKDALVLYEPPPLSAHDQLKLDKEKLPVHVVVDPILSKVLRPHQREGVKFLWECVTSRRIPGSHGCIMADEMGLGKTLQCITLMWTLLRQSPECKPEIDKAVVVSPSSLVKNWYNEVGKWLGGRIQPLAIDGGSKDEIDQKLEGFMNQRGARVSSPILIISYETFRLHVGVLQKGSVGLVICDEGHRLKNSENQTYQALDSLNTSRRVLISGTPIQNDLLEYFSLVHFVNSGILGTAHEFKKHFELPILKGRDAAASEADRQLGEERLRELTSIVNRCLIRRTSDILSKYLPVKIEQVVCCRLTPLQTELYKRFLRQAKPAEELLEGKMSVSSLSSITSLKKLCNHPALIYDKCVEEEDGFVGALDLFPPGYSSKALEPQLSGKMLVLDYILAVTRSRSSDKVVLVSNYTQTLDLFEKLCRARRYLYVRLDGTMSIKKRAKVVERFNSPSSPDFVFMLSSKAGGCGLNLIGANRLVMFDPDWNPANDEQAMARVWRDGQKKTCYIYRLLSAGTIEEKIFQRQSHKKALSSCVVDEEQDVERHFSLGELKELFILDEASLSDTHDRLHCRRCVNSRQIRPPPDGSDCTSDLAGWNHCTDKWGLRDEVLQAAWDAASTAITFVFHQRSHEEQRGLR
INS-1E GSIS act: GLuc luminescence reporter in INS-1E cells, primary screen for activators of glucose-dependent secretion of insulin | INS-1E GLuc reporter insulin secretion, 2-3 h | activation, % at 16.6 µM | 0.61% of 370,000 active | AID 743287, 2014;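 active = lowest replicate activation of at least 40%, so every replicate reaches that level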;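 note: 0% = median of neutral control wells and 100% = median of IBMX positive control wells; some compounds called inactive have numbers as strong as hits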
CFTR F508del cor: F508del CFTR correction, initial screen, CFBE line, single point. CFBE cells, YFP halide quenching; stimulated with forskolin plus potentiator P3; % fluorescence drop versus neutral controls. activity (quench increase), % at 7.58 µM. 0.36% of 350,000 active;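 active = mean added fluorescence quench of at least 8% versus neutral control, with both replicates also reaching 8%; inconclusive = only one of the mean or replicate conditions met; inactive = mean below 8% and not both replicates reaching 8%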;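 note: cells transiently co-express mutant CFTR-F508del with the halide-sensitive YFP; corrector assay measuring rescue of mutant channel to the surface after 24 h compound exposure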
DENV2 CPE rescue: inhibitors of DENV2 cytopathic effect, primary screen, cell-based, plate reader, single concentration | 1.7% of 350,000 active | DENV2-infected cells, cytopathic effect rescue | AID 651640, 2012 | CPE inhibition, % at 9.99 µM; in the data active = CPE inhibition above about 20%, passing the limit was not always enough; inconclusive = no clear call, values can overlap the other calls; tested in BHK-21 cells;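 note: 0% = median of neutral control wells and 100% = median of positive control wells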
Xi reactivation: activators of inactive X chromosome reactivation, primary screen, imaging, XiGFP fibroblasts, GFP high-content imaging, set 2. XiGFP mouse fibroblasts, % GFP-positive cells imaging, 3 d; cells co-treated with 5-aza-dC sensitizer; scaled so ellipticine positive control = 100%. activation, % at 7.58 µM. 0.055% of 360,000 active;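 active = mean normalized replicate activation at least 10% and every replicate at or above 10%; inconclusive = only one of the two criteria met; inactive = mean below 10% and not all replicates reach 10%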;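 note: 0% = median of on-plate neutral control wells and 100% = ellipticine 6 µM median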
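Assay system: SV40-immortalized XiGFP fibroblast cells, line 68-5-11; buffer or medium: DMEM plus 5-aza-dC sensitizer; compound: one concentration, pinned; timing: compounds 3 days, fix/stain 15 min at room temperature; benchmarks: positive control ellipticine, 6 µM final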
Casp6 inh: human caspase-6 inhibitors, primary screen, biochemical, VEID-R110 fluorescence, single point, set 2; inhibition, % at 12.5 µM; 0.53% of 350,000 active; purified caspase-6, Z-VEID-R110 cleavage fluorescence; P55212;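 active = mean inhibition across replicates at least about 35%, with every replicate also reaching that limit, limit read from the data; inconclusive = only one of the two criteria met; inactive = neither criterion met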;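 note: 0% = median of neutral control wells and 100% = no fluorescence left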
Target sequence (P55212 24-179 limits assumed): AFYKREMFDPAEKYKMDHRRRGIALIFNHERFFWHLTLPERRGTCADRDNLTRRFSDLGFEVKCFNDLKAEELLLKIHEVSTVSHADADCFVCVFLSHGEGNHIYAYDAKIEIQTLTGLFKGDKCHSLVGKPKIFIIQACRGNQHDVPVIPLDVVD
Target sequence (P55212 194-293 limits assumed): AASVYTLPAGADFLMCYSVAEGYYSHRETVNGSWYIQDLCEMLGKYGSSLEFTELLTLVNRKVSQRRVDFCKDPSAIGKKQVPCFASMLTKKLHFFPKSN
An asterisk follows results filed as active; ? = inconclusive; nt = not tested or not shown; & = joins results of further samples.

SMILES	RAD52 anneal inh	E-selectin induc	RAD54 inh	INS-1E GSIS act	CFTR F508del cor	DENV2 CPE rescue	Xi reactivation	Casp6 inh
COc1ccccc1NC(=O)c1cnc(SCC(=O)NCCc2ccccc2)n(C)c1=O	-54	nt	-11	3	2.7	?	0.0	-2
O=C(N/C(=C\c1ccc(F)cc1)C(=O)N1CCCCCC1)c1ccccc1	-20	2.0	2	-21	-0.1	-7	0.0	3
CO[C@@H]1CN(C)C(=O)c2ccc(NC(=O)NC(C)C)cc2OC[C@H](C)N(CC2CC2)C[C@H]1C	5	0.2	-7	1	-1.9	-1	0.0	4
C[C@H](CO)N1C[C@H](C)[C@H](CN(C)S(C)(=O)=O)Oc2ccc(NC(=O)CCCCCC(=O)Nc3ccccc3N)cc2C1=O	-16	-1.0	nt	7	-2.0	-7	0.8	2
CC(=O)NCCn1c(SCC(=O)NCCc2ccc(S(N)(=O)=O)cc2)nc2ccccc2c1=O	-1	0.6	nt	13	0.8	nt	0.1	1
O=S1(=O)N=C(N(CCO)/N=C/c2ccccc2F)c2ccccc21	-8	nt	nt	15	-3.7	4	0.2	-2
Cc1cccc(CSc2nnc(-c3ccco3)o2)c1	-18	nt	nt	5	-2.1	1	0.0	-3
CCN(CC(=O)Nc1ccccc1OC)C(=O)CN1C(=O)NC(C)(c2ccccc2)C1=O (centres undefined)	-3	nt	12	-8	1.5	-6	-0.1	-176
COc1ccc(C(=O)Nc2ccc3c(c2)C(=O)N(C)C[C@@H](OC)[C@H](C)CN(C)[C@@H](C)CO3)cc1	-7	-0.2	2	12	-3.9	3	-0.1	1
CC1CCCCC1NCC(=O)Nc1ccccc1C(=O)Nc1ccccc1 (centres undefined)	-15	nt	8	nt	-6.5	0	0.0	-3
CC(C)(C)N1C(=O)c2c(C(=O)OCc3ccccc3)[nH]c(-c3ccccc3)c2C1=O	-16	0.3	-8	nt	1.9	-2	-0.2	1
Cc1n[nH]c(C)c1S(=O)(=O)N1CCc2ccccc2C1	-11	nt	-21	13	1.0	-2	0.0	2
O=C(COC(=O)C1CC1)Nc1ccccc1Sc1ccccc1	-20	nt	nt	10	-2.2	nt	0.4	2
Cc1cccnc1NC(=O)c1ccc(C(=O)c2ccccc2)cc1	-5	nt	7	-3	0.6	?	0.0	0
CCOCCCN(CC(=O)NC1CCCC1)C(=O)C(=O)Nc1ccc2c(c1)OCCO2	-12	nt	8	18	-3.8	10	0.4	11
CCCCC[C@H](C)N1C[C@H](COCc2ccccc2)Oc2cc(N3CC[C@@H](N(C)C)C3)ccc2S1(=O)=O	-12	0.3	nt	49	-2.1	8	0.0	-7
CN(C)c1ccc(S(=O)(=O)N2CCCCC2)cc1NC(=O)COc1ccccc1F	-8	3.3	nt	17	2.5	9	0.0	-2
CCCCOc1ccc(-c2ncc(N)cn2)cc1	0	nt	-3	nt	0.9	-1	0.0	1
CCCCN1C(=O)C(CC(=O)NC2CC2)CC(C(=O)N(CC)CC)=C1C (centres undefined)	3	-0.2	5	-12	0.9	23*	0.0	3
O=C(Cc1ccc([N+](=O)[O-])cc1)N/N=C/c1cccs1	-1	0.2	2	18	3.2	5	0.2	-4
C[C@@H](NC(=O)C[C@@H]1C=C[C@@H](NC(=O)C2CCOCC2)[C@@H](CO)O1)c1ccccc1	-10	0.1	-4	6	-1.8	13	-0.1	4
CSCc1c(C(=O)Nc2ccc3c(c2)OCO3)oc2ccccc12	-21	nt	-3	10	6.3	3	0.0	1
CCCCCCn1c(COc2ccccc2F)nnc1SCC(=O)N1c2ccccc2NC(=O)C1(C)C	-5	nt	0	nt	0.3	1	nt	12
CC1CCCCC1NC(=O)CSc1nncn1N (centres undefined)	-3	-0.6	nt	-3	-3.1	7	-0.1	0
Cc1cc(C)c(NC(=O)CS)c(Cl)c1	10	nt	6	4	-1.2	-5	0.0	4
CCCN1C2CCCC1CC(NC(=O)c1cccc(OC)c1)C2 (centres undefined)	-5	0.0	12	-2	0.7	1	0.1	-2
CN(C)C(CN=C1NS(=O)(=O)c2ccccc21)c1ccco1 (centres undefined)	-18	nt	nt	1	-1.7	0	0.0	0
COCC(=O)Nc1ccc2c(c1)[C@@H]1C[C@@H](CC(=O)NCCc3ccccc3)O[C@@H](CO)[C@@H]1O2	-12	3.2	-2	4	1.0	8	0.5	-4
COC(=O)C1=CN(Cc2ccccc2)C=C(C(=O)OC)C1c1ccc(O)c(OC)c1	-13	0.0	0	5	2.2	-7	0.0	0
CC(C)CC1(C)NC(=O)N(CC(=O)Nc2cccc(S(=O)(=O)N(C)c3ccccc3)c2)C1=O (centres undefined)	-12	nt	nt	-14	-3.6	3	0.0	4
COc1ccccc1OCC(=O)Nc1cccc(C(=O)N2CCOCC2)c1	3	nt	-3	9	-0.4	-3	nt	0
N#Cc1ccccc1NC(=O)COC(=O)c1cccs1	-37	3.2	10	4	3.9	5	0.0	0
COc1ccc(Cc2nnc(SCC(=O)NCC3CCCO3)o2)cc1 (centres undefined)	-19	nt	-7	-5	4.5	-3	nt	0
COc1ccccc1NS(=O)(=O)c1cccc(C(=O)NNC(=O)c2ccc(NC(C)=O)cc2)c1	-6	2.4	-3	-3	-1.6	-12	0.1	-3
Cc1ccc(NC(=O)CN2CCOCC2)cc1S(=O)(=O)N1CCCCC1	-19	0.0	14	3	-0.2	?	0.0	1
Cc1cccc(-c2nnc(SCC(=O)NC3CC3)n2C)c1	-7	nt	-15	9	-0.1	-5	0.2	2
O=C(NNC(=S)NC1CC2CCC1C2)c1ccc(Cl)cc1 (centres undefined)	-1	-0.3	nt	-32	1.5	-8	0.0	-1
CC(=O)c1cc(C#N)c(NCc2ccccc2)nc1C	-20	nt	nt	7	-0.2	0	0.0	-2
C[C@H]1CN([C@@H](C)CO)C(=O)c2cccc(NS(=O)(=O)c3cccs3)c2O[C@@H]1CN(C)Cc1ccc(C(=O)Nc2ccccc2N)cc1	-5	392*	nt	2	0.0	-9	0.1	-4
O=S1(=O)[C@H]2C[C@@H]3C=C[C@@]2(CN1Cc1cccc(C(F)(F)F)c1)O3	-5	0.2	-1	nt	1.9	nt	0.0	-4
Cc1cccc(NC(=S)NCC23C=CC(O2)C2C(=O)N(c4ccc(Cl)cc4)C(=O)C23)c1 (centres undefined)	nt	1.1	nt	10	-0.1	nt	0.2	nt
CN1CCC(N(C)C(=O)c2cccc(S(=O)(=O)N3CCc4ccccc43)c2)CC1	-11	0.0	nt	nt	0.0	-12	-0.1	1
COc1ccc(C#Cc2ccc3c(c2)O[C@H](CN(C)C(=O)Nc2cccc(OC)c2)[C@@H](C)CN([C@@H](C)CO)S3(=O)=O)cc1	-44	3.4	-3	-15	-0.5	14	-0.1	0
CSc1ncnc2ncn(C)c12	-5	-0.3	nt	5	1.0	15	0.1	2
COc1ccc(-c2noc(CCC(=O)Nc3cccnc3)n2)cc1	-13	nt	-12	12	1.3	-4	0.0	2
COc1ccc(S(=O)(=O)N(C)C[C@H]2Oc3ccc(NC(=O)Nc4ccc5c(c4)OCO5)cc3C(=O)N([C@H](C)CO)C[C@@H]2C)cc1	-15	-0.1	-3	-35	-0.3	-9	0.1	1
C[C@H]1CN([C@@H](C)CO)S(=O)(=O)c2ccc(Br)cc2O[C@@H]1CN(C)C(=O)Nc1ccc2c(c1)OCO2	-6&1	1.1	3&-5	-4&2	-2.3&0.4	14&8	0.5&0.6	3&-1
O=C(C[C@H]1C[C@@H]2c3cc(NC(=O)CC4CC4)ccc3O[C@@H]2[C@H](CO)O1)NCC1CC1	8	0.9	1	4	0.6	0	0.0	-4
CC(=O)c1c[nH]c(C(=O)NCc2ccccc2Cl)c1	0	0.2	-6	4	-2.4	5	0.1	-6
CC1(C)CC(=O)/C(=C(\O)Cc2ccccc2)C(=NCCCCCC(=O)O)C1	nt	-0.9	1	1	nt	nt	0.0	nt
C=CCc1cccc2cc(C(=O)N3CCN(C(=O)c4ccco4)CC3)c(=O)oc12	-7	nt	-1	15	nt	nt	nt	4
C[C@@H]1CN([C@H](C)CO)C(=O)c2cc(NC(=O)CCCN(C)C)ccc2O[C@@H](C)CCCCO[C@H]1CN(C)S(=O)(=O)c1ccc(F)cc1	20	0.3	13	-9	2.6	17	0.4	2
C[C@H](CO)N1C[C@H](C)[C@@H](CN(C)C(=O)C2CCC2)Oc2cc(-c3cccnc3)ccc2S1(=O)=O	6	0.3	0	-18	0.9	7	0.4	-1
CC(=O)Nc1sc(-c2ccccc2)nc1-c1ccccc1	0	2.5	nt	17	-0.3	-3	0.1	-1
COc1ccc(S(=O)(=O)Nc2ccc3c(c2)C(=O)N([C@@H](C)CO)C[C@H](C)[C@@H](CN(C)S(=O)(=O)c2ccc(OC)cc2)OCCCC[C@@H](C)O3)cc1	nt	-0.2	1	-10	3.8	-11	0.1	nt
Cc1ccc(S(=O)(=O)CC2CSc3nc4ccccc4n32)cc1 (centres undefined)	-10	nt	nt	-63	0.9	1	nt	2
CCCc1cc(NC(=O)COC(=O)c2nccnc2N)n(-c2ccccc2)n1	-32	nt	-12	nt	-2.8	-6	0.0	4
COc1ccc(C2=Nc3ccccc3N(C(=O)c3cnccn3)C2C(=O)NC2CCCC2)cc1 (centres undefined)	-6	0.0	nt	-8	-0.1	4	0.1	0
Cc1cc(C)cc(NC(=O)C2C3C=CC4(O3)C2C(=O)N(CCN2CCCCC2)C4C(=O)NC2CCCCC2)c1 (centres undefined)	-11	nt	3	30	-3.1	-2	0.3	-3
COc1ccc(/C=N/NC(=O)c2ccc(=O)n(C)c2)cc1OC	1	nt	nt	5	-3.2	9	0.1	4
The results go on.
SMILES	RAD52 anneal inh	E-selectin induc	RAD54 inh	INS-1E GSIS act	CFTR F508del cor	DENV2 CPE rescue	Xi reactivation	Casp6 inh
Cc1cccc(OCC(=O)Nc2ccc3c(c2)C(=O)NC3=O)c1	-14	nt	4	7	3.0	-8	0.2	-6
Cc1cc(C)cc(NC(=O)Nc2ccc3c(c2)N(C)C(=O)CS3)c1	-115	nt	-8	-18	-4.4	6	-0.2	0
Cc1ccc(C)c(CC(=O)N2CCCC(c3cc(C(=O)NCc4cccnc4)no3)C2)c1 (centres undefined)	-9	-0.1	-8	nt	-1.6	-15	0.3	1
O=[N+]([O-])c1c(Nc2cccc(O)c2)cc(Cl)c2nonc12	2	-0.3	16	97*	-17	-17	1.9	7
COc1cccc(/C=C/C(=O)c2cccc([N+](=O)[O-])c2)c1OC	-5	0.6	nt	-21	1.2	-4	0.0	-2
C/C=C/c1ccc([C@H]2[C@@H](CO)N(CCC)[C@H]2CN(CC)C(=O)c2ccccn2)cc1	-17	0.0	nt	1	0.9	0	0.3	1
CN(C)P(=O)(Nc1cccc2ccccc12)Nc1cccc2ccccc12	-17	0.3	-14	20	-3.1	11	0.1	0
